NALP3 yeast inh – NALP3 inhibition in yeast; Yeast reconstituted NLRP3/ASC/caspase-1, beta-gal luminescence, 24 h; inhibition, % at 10 µM; 330,000 tested, 0.39% active; AID 2825;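 active = inhibition of 50% or more; inactive = inhibition below 50%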;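 note: plate controls were induced DMSO wells for no effect and uninduced yeast grown without galactose for full effect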
TIM10 inh – growth inhibitors of TIM10 yeast strain; inhibition, % at 10 µM; 330,000 tested, 1.4% active; S. cerevisiae TIM10 strain growth, BacTiter-Glo luminescence, 24 h; AID 463195;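 active = inhibition of 40% or more at the single tested concentration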;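 note: wild-type TIM10 isogenic control strain grown at permissive 25 °C; 0% = DMSO yeast wells and 100% = minimal medium wells without yeast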
CHOP UPR activ – apoptotic UPR (CHOP) activation; CHO-CHOP luciferase reporter, luminescence; percent of tunicamycin response over DMSO baseline; activation, % at 10 µM; 330,000 tested, 0.34% active; AID 449763;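 active = at 10 µM dose, activation of 40% or more, normalized to positive control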;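 note: 100% = tunicamycin at 10 µg/mL and 0% = DMSO alone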
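Assay system: CHO-CHOP cells, stable luciferase reporter of PERK-eIF2a-CHOP signalling / Buffer or medium: F12 plus 10% serum / Compound dosing: one dose, 10 µM in 0.5% DMSO / Times: 6 h compound treatment, 37 °C / Technique: luciferase luminescence / Read-out: % reporter activation, DMSO baseline versus tunicamycin full activation / Benchmarks: tunicamycin and DMSO controls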
XBP1 UPR activ – adaptive UPR (XBP1) activation; CHO-XBP1 luciferase reporter, IRE1-XBP1 UPR activation, luminescence; percent of tunicamycin response, DMSO as zero; activation, % at 20 µM; 330,000 tested, 0.33% active; AID 463104;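 active = versus positive control, 20 µM dose yields 30% or more activation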;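 note: 100% = tunicamycin at 10 µg/mL and 0% = DMSO only wells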
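Assay system: IRE1-XBP1 luciferase reporter CHO line. Input: 1000 cells/well. Buffer or medium: F12 with 10% serum. Doses: 20 µM, 1% DMSO. Times: overnight seeding at 37 °C, 6 h compound treatment at 37 °C. Technique: Steady-Glo luciferase glow luminescence, 10 min after reagent addition.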
tim10-1 inh – growth inhibitors of tim10-1 mutant yeast | 330,000 tested, 2.2% active | S. cerevisiae tim10-1 ts strain growth, BacTiter-Glo, 24 h | AID 463190 | inhibition, % at 20 µM;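 active = inhibition of at least 40%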;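 note: mutant grown at 25 °C; 0% = DMSO wells with yeast and 100% = wells holding no yeast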
Mdm2 MdmX PPI – disrupts the human Mdm2-MdmX interaction; O15151+Q00987; SaOS-2 split-luciferase Mdm2/MdmX complementation, luminescence; inhibition, % at 8 µM; 330,000 tested, 3% active; AID 485346;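 active = inhibition of at least 50% at 8 µM in the primary screen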
tim23-1 inh – tim23-1 yeast growth inhibition; AID 463212; S. cerevisiae tim23-1 growth, BacTiter-Glo luminescence, 24 h; 330,000 tested, 1.3% active; inhibition, % at 20 µM;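 active = growth inhibition of the mutant yeast at or above 50%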;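 note: temperature-sensitive mutant grown at 25 °C; plate controls were DMSO-treated mutant yeast for no effect and medium wells lacking yeast for full effect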
APJ agonist – activates the human apelin receptor APJ; P35414; CHO-K1 APJ PathHunter beta-arrestin, luminescence; 0% DMSO wells, 100% apelin; activation, % at 20 µM; 330,000 tested, 0.11% active; AID 2520;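 active = activation more than six SD over the plate average, tested at 20 µM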;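 note: 0% = DMSO alone and 100% = apelin-13 at 10 nM; some results filed as inactive read as strong as hits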
Target sequence (P35414 whole entry, looked up): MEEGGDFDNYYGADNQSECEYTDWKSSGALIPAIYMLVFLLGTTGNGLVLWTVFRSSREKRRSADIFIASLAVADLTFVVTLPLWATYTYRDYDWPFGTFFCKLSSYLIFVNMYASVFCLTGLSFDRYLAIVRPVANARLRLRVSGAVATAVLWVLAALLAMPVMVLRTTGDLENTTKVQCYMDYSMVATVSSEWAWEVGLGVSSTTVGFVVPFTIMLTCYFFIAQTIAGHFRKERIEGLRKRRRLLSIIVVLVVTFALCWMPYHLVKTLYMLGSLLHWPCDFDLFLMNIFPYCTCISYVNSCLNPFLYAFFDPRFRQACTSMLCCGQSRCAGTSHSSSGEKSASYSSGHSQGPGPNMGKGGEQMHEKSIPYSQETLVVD
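Material: CHO-K1 APJ beta-arrestin complementation cell line; Input: cell density 1000 per well; Incubation: compound stimulation 90 min at 25 °C, detection 60 min; Signal: luminescence from split beta-galactosidase complementation, Galacton Star/Emerald II substrate; Controls: DMSO-only wells as negative, 10 nM Apelin-13 as positive control.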
NR3A LBD binder – modulators (binders) of human NR3A ligand-binding domain; NR3A LBD differential scanning fluorimetry, Tm shift; 0% = protein alone, 100% = glycine-bound protein; Tm shift relative to glycine control, % at 25 µM; 340,000 tested, 2.5% active; AID 1259313;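 active = melting temperature shift of at least 10% of the positive control shift, at one fixed dose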
The depositor's hits bear a star.

SMILES	NALP3 yeast inh	TIM10 inh	CHOP UPR activ	XBP1 UPR activ	tim10-1 inh	Mdm2 MdmX PPI	tim23-1 inh	APJ agonist	NR3A LBD binder
O=C(CCN1C(=O)c2ccccc2C1=O)Nc1ccc2c(c1)OCCO2	19	2	0.3	-1	8	2	9	-2	0
c1ccc2c(c1)N1CCCN=C1N2CCN1CCCCC1	-3	0	-3.2	-2	-2	7	-24	-1	1
COc1ccccc1S(=O)(=O)N1CCC(C(=O)O)(c2ccccc2)CC1	-6	3	0.0	-5	6	-12	9	-5	0
O=C(NNC(=S)NCc1ccco1)c1cccs1	8	-3	-2.2	-3	5	4	5	-2	0
CC1=CCn2c(=O)c3ccccc3c(=O)n2C1	3	18	3.1	-2	-2	5	-5	3	0
COc1cccc(NCc2ccc([N+](=O)[O-])s2)c1	18	34	-0.2	-2	41*	3	41	-3	-8
COc1cc(/C=N/Nc2snc(SC)c2C#N)ccc1O	-22	7	9.3	12	12	38	-7	2	20*
CCN(Cc1cc2cc(OC)ccc2[nH]c1=O)C(=O)Cc1ccc(OC)cc1	7	10	-1.5	-4	11	31	10	-3	-3
NC(=O)C[n+]1cccc(/C=N/O)c1	4	4	-2.1	0	3	-15	15	-3	-1
O=C(NCc1ccccc1)c1onc(CSc2ccc(F)cc2)c1C(=O)NCCCN1CCOCC1	11	4	-1.9	-2	-4	-5	-5	-6	-1
Cn1c(N)c(C(=O)COC(=O)c2ccccn2)c(=O)n(C)c1=O	-1	0	-1.1	-2	2	15	4	-4	-3
Cn1c(CN2CCOCC2)nnc1SCC(=O)Nc1cccc(C(F)(F)F)c1	11	0	-0.1	-3	-11	11	4	-3	0
COCC(C)n1c(SCc2ccc(C(=O)OC)cc2)nc2ccccc2c1=O (stereo not drawn)	24	3	2.0	-1	-29	-4	14	0	2
O=C(Nc1ccc(OCc2ccccc2)cc1)c1cccc([N+](=O)[O-])c1	15	7	8.8	2	-5	43	6	-1	27*
Cc1ccc(C(=O)CC(C(=O)O)n2ccc(C)n2)cc1 (stereo not drawn)	1	18	0.2	0	6	-40	14	2	0
O=C(NC1CC1)C(Cc1ccccc1)NS(=O)(=O)c1ccccc1F (stereo not drawn)	10	-6	-0.5	-2	-1	-14	11	-2	-1
CCC(C)NC(=O)CNC(=O)Cn1c(C)cc2ccccc2c1=O (stereo not drawn)	14	-7	-0.6	-2	7	-5	-1	0	1
Cc1cc(C)nc(NS(=O)(=O)c2ccc(NC(=S)NC(=O)c3ccco3)cc2)n1	19	4	0.8	-3	-10	-24	-4	-3	-1
O=C(CCCN1C(=O)c2ccccc2C1=O)Nc1nccs1	6	-17	1.2	1	-6	-4	-17	-1	1
O=C1N=C(N2CCOCC2)S/C1=C/c1ccc(-c2ccccc2Cl)o1	11	23	0.8	0	24	10	1	-5	-3

3 consecutive records from above, for reference:
SMILES	NALP3 yeast inh	TIM10 inh	CHOP UPR activ	XBP1 UPR activ	tim10-1 inh	Mdm2 MdmX PPI	tim23-1 inh	APJ agonist	NR3A LBD binder
O=C(CCN1C(=O)c2ccccc2C1=O)Nc1ccc2c(c1)OCCO2	19	2	0.3	-1	8	2	9	-2	0
c1ccc2c(c1)N1CCCN=C1N2CCN1CCCCC1	-3	0	-3.2	-2	-2	7	-24	-1	1
COc1ccccc1S(=O)(=O)N1CCC(C(=O)O)(c2ccccc2)CC1	-6	3	0.0	-5	6	-12	9	-5	0

Next part
SMILES	NALP3 yeast inh	TIM10 inh	CHOP UPR activ	XBP1 UPR activ	tim10-1 inh	Mdm2 MdmX PPI	tim23-1 inh	APJ agonist	NR3A LBD binder
CCOC(=O)CSc1nnc(CNC(=O)c2cccs2)n1-c1cc(OC)ccc1OC	3	-5	-1.0	1	-3	-13	21	-2	-1
CC1(C)CC(=O)N(Cc2ccccc2)C(=O)C1	-7	1	-0.4	1	-5	14	1	-3	0
O=C(CC1C(=O)NCCN1Cc1cccc(Oc2ccccc2)c1)NCCn1cccn1 (stereo not drawn)	7	25	-0.8	2	16	4	8	-3	0
O=C(CCC(=O)NNC(=O)c1ccccc1[N+](=O)[O-])NCc1ccccc1	12	-10	-1.7	-1	2	23	-2	-2	-3
CC1=CC(C)(C)NC(=S)N1c1cccc2ccccc12	7	14	-0.1	2	5	-9	3	-4	-1
CCCn1c(O)c(N=NC(=O)CNC(=O)/C=C/c2ccc(OC)cc2)c2ccccc21	17	-9	0.7	0	2	23	-3	-2	-1
COc1ccc(NC(=O)CN(C)C(=O)Cc2ccc(-c3ccccc3)cc2)cc1	13	-8	-1.4	-1	0	3	0	-3	-1
COC(=O)c1ccc(C(=O)OC)c(NC(=S)N2CCCC(CO)C2)c1 (stereo not drawn)	-15	-9	0.6	2	7	9	9	-3	0
CN(C)S(=O)(=O)c1ccc(C(=O)OCC(=O)NCc2ccco2)cc1	-4	-6	-1.8	1	-5	-1	10	1	-2
Cn1c(=O)n(C)c2cc(NC(=O)COc3ccc(F)cc3F)ccc21	22	-9	0.3	-2	9	9	12	-3	-1
CSCCC(NC(=O)c1ccc(Cl)cc1)C(=O)OCC(=O)Nc1cc(Cl)ccc1C#N (stereo not drawn)	6	5	0.2	-1	5	4	9	-2	-6
Cc1c(C(=O)N(C)CCC#N)oc2ccc(S(=O)(=O)N3CC(C)CC(C)C3)cc12 (stereo not drawn)	15	10	-0.8	-4	24	28	15	-2	-3
COC(=O)c1ccc(CNC(=O)c2ccc(OCC(=O)N3CCOCC3)c(OC)c2)cc1	10	8	-0.2	-1	6	4	13	9	1
Cc1csc(NC(=O)c2nc(-c3ccccc3)n(-c3ccccc3)n2)n1	8	23	5.6	-2	51*	-6	48	-4	0
CC[C@@H]1CC=C[C@H]2[C@H]1C(=O)N(Cc1ccccc1)[C@H]2c1ccc(C(F)(F)F)cc1	13	35	1.6	-2	36	16	43	5	12*
Cc1nnc(NC(=O)c2ccccc2-c2ccccc2C(=O)O)s1	7	10	-0.5	3	-7	6	19	-3	0
CCOc1cccc(C(=O)Nc2cnn(Cc3ccccc3)c2)c1	14	14	3.7	3	12	-5	28	-1	5
CCCN(CCC)CCSc1nc(O)c(C(C)C)c(=O)[nH]1	11	6	-0.3	-2	7	21	7	-1	2
OCC1OC(n2cnc3ccccc32)CC1O (stereo not drawn)	9	0	1.4	-6	-8	11	1	-1	6
Cc1ccc(S(=O)(=O)Nc2ccc(C(=O)Nc3ccncc3)cc2)cc1	16	3	-1.0	0	12	15	5	1	-25
CC(=O)Nc1n[nH]c(S(=O)(=O)Cc2ccc(Cl)cc2Cl)n1	13	4	-1.0	0	-5	10	3	-4	2
Cc1ccc(C)c(NC(=O)CN(C)C(=O)Cc2ccccc2)c1	1	5	1.6	-3	9	5	-10	-2	-2
Nn1cnnc1N/N=C/c1ccc(F)cc1	9	9	-0.5	-3	5	-5	5	5	-2
O=C(Nc1cccc(C(F)(F)F)c1)c1ccc(-n2cncn2)nc1	12	20	2.6	3	20	-46	13	0	3
COc1ccc(C(=O)NCC(=O)NCC2(N(C)C)CCCCC2)cc1OC	2	8	-1.9	12	5	6	-10	-3	2
CCCN1CCN(C(=O)Cn2nc(CC)n3c(cc4sccc43)c2=O)CC1	14	-10	0.4	0	-23	15	-11	-3	-1
Cc1cc(C)cc(NC(=S)Nc2cccc3cnccc23)c1	1	-59	0.5	2	-10	29	-7	4	-1
CCCOc1ccc(N2C(=O)CC(NCCc3ccc(S(N)(=O)=O)cc3)C2=O)cc1 (stereo not drawn)	5	4	-2.6	1	14	6	-4	-4	0
Cc1ccccc1NC(=S)NCC1CCC(CNC(=S)Nc2ccccc2C)CC1 (stereo not drawn)	14	14	1.1	-1	7	22	7	-3	-12
COc1ccc(S(=O)(=O)N2CCCN(CC(=O)Nc3ccc(OC)c(Cl)c3)CC2)cc1	10	5	-0.5	-2	15	9	3	1	0
COc1ccc(NC(=O)c2ccc(COc3ccc(C)cc3)o2)cc1	29	15	2.1	0	9	-13	5	-3	-9
CC1Cc2ccccc2N1C(=O)c1cc2cccnc2n(C)c1=O (stereo not drawn)	10	1	1.3	-1	11	8	14	-3	1
COc1ccc(Cl)cc1N(CC(=O)NCCSc1ccccn1)S(=O)(=O)c1ccccc1	19	20	0.1	-7	29	-4	25	0	-2
CCc1ccc(-c2nnn(CCC(=O)OC)n2)cc1	33	3	-6.7	-3	5	23	9	-3	0
O=C(NNC(=O)c1nc2ccccc2[nH]1)OCc1ccccc1	11	-8	-1.1	2	-6	-3	-1	-3	-2
CCc1ccccc1NC(=O)c1nnn(CC(=O)Nc2cccc(C)c2)c1N	11	-36	-0.9	-2	7	4	-9	0	-9
C(=N\Nc1nc(N2CCCCC2)nc(N2CCCCC2)n1)/c1c[nH]c2ccccc12	17	23	5.7	1	34	13	21	1	10*
Cc1noc(C)c1C(=O)N1CCN(S(=O)(=O)c2cccc(Cl)c2Cl)CC1	17	-9	-1.3	-1	9	-36	23	1	-2
Cc1ccc(Cn2nc(C)c(C(=O)N3CCN(S(=O)(=O)/C=C/c4ccccc4)CC3)c2C)cc1	13	22	0.4	-1	13	31	17	-2	-1
CN(C)C1=NC[C@H](Cc2ccccc2)N1CCc1cccc(F)c1	12	-5	1.5	-1	5	8	4	-5	0

Compounds above with a nitro group on carbon:
SMILES	NALP3 yeast inh	TIM10 inh	CHOP UPR activ	XBP1 UPR activ	tim10-1 inh	Mdm2 MdmX PPI	tim23-1 inh	APJ agonist	NR3A LBD binder
COc1cccc(NCc2ccc([N+](=O)[O-])s2)c1	18	34	-0.2	-2	41*	3	41	-3	-8
O=C(Nc1ccc(OCc2ccccc2)cc1)c1cccc([N+](=O)[O-])c1	15	7	8.8	2	-5	43	6	-1	27*
O=C(CCC(=O)NNC(=O)c1ccccc1[N+](=O)[O-])NCc1ccccc1	12	-10	-1.7	-1	2	23	-2	-2	-3

Further compounds follow.
SMILES	NALP3 yeast inh	TIM10 inh	CHOP UPR activ	XBP1 UPR activ	tim10-1 inh	Mdm2 MdmX PPI	tim23-1 inh	APJ agonist	NR3A LBD binder
CCN1CCN(CCC(=O)Nc2ccccc2OC)CC1	18	5	-2.7	-1	1	3	7	0	-3
O=C(NNC(=O)C12CC3CC(CC(C3)C1)C2)[C@@H]1C[C@H]1c1ccccc1	12	-16	-0.1	4	-8	24	14	0	-1
COc1ccc(NC(=O)c2ccc3c(c2)OCCO3)cc1OC	5	15	4.8	-2	4	-28	10	-1	0
CC12CCC(C(=O)N3CCOCC3)([C@H](Br)C1=O)C2(C)C (stereo partly drawn)	3	10	3.5	9	7	8	6	-6	-1
Clc1ncnc2scc(-c3ccccc3)c12	34	-11	-0.3	6	-12	-5	2	-4	0
CCOC(=O)c1nnn(-c2nonc2-n2cccc2)c1CCl	9	27	26	7	20	-6	39	-3	0
CC1(C)CC(=O)C2=C(C1)OC(N)=C(C#N)C2c1ccc(OC(=O)N2CCOCC2)cc1 (stereo not drawn)	2	15	-1.3	1	6	0	8	1	-1
CCCc1cc(=O)oc2cc3oc(C)c(C)c3cc12	21	-5	-1.2	2	19	27	9	-5	3

Compound activity as filed in PubChem BioAssay.

An unsorted share of the library; about 8.2% have a hit in one of these screens.
